Assay outcomes (PubChem)
V1aR counter: activates human V1a receptor in oxytocin agonist counter-screen; P37288; CHO-V1R cells, Fluo-8 calcium fluorescence, agonist mode; 0% DMSO, 100% 3 nM vasopressin; activation, % at 3 µM; actives 0.25% (n = 320,000);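 active = activation above the mean activation of all tested compounds plus 3 SD, per screening run, cut at about 20% in these data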;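 note: signal is peak over basal fluorescence ratio across a 100 second FLIPR read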
Target sequence (P37288 whole entry, looked up): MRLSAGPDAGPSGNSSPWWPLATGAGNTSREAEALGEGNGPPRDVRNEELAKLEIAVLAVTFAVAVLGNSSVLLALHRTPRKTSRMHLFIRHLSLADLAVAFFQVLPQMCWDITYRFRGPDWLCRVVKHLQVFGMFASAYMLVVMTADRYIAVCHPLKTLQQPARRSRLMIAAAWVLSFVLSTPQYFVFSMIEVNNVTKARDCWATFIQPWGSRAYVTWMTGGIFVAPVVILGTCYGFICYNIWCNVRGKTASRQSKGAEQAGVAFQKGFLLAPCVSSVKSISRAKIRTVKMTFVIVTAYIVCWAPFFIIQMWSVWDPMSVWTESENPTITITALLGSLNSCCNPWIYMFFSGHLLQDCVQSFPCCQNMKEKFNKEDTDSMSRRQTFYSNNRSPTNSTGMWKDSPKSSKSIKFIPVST
CHO parental Ca: counter-screen: ATP calcium response change in parental CHO cells; parental CHO-K1, ATP-induced calcium, Fluo-8 fluorescence; inhibition, % at 5.6 µM; actives 0.63% (n = 330,000); AID 463079;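 active = inhibition above that plate's mean sample inhibition plus 3 SD, cut at about 26% in these data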;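 note: 0% = ATP-challenged DMSO wells and 100% = DMSO wells without ATP; some compounds past the cut are filed as inactive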
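Material: parental CHO cells / Compound: single nominal dose of 5.6 µM per compound / Signal: Fluo-8 fluorescence / Replicates: singlicate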
M1 ag: activates human CHRM1 receptor. P11229. CHO-K1 hM1, Fluo-8 calcium fluorescence, agonist mode; 0% DMSO, 100% acetylcholine EC100. activation, % at 3 µM. actives 0.33% (n = 360,000);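 active = activation above the run's mean compound activation plus 3 SD, cut at about 16% in these data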;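 note: peak over basal fluorescence ratio within a 140 s kinetic read after compound addition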
OXTR agonist: activates the human oxytocin receptor; CHO-OTR cells, Fluo-8 calcium fluorescence; normalized: DMSO 0%, oxytocin 100%; activation, % at 3 µM; actives 0.32% (n = 320,000);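 active = activation above the mean of all tested compounds plus 3 SD, cutoff set per screening run, cut at about 20% in these data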;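 note: peak over basal fluorescence ratio from a 100 s FLIPR kinetic read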
Target sequence (P30559 whole entry, looked up): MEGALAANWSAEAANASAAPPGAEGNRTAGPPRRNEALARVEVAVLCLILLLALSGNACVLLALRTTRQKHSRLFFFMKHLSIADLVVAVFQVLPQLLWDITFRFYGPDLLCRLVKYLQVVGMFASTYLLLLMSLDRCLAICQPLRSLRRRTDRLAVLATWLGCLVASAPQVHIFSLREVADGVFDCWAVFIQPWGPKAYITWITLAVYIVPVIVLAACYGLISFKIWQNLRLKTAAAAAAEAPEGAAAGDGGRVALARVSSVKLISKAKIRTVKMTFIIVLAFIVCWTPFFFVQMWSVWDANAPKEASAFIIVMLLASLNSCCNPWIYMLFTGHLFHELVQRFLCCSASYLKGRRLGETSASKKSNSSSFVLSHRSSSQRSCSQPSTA
TAAR1 ag: agonists of human TAAR1. Q96RJ0. CHO RD-HGA16 TAAR1, Fluo-8 calcium fluorescence; vehicle wells 0%, saturating PEA agonist 100%. activation, % at 3 µM. actives 0.99% (n = 360,000);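 active = activation above the mean activation of all test compounds in the run plus 3 SD, cut at about 38% in these data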
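Assay system: CHO-derived RD-HGA16 cells with stable Gα16 and human TAAR1; timing: 17-24 h seeding, 75 min 37 °C dye, 30 min RT; read-out: % activation from peak over basal fluorescence ratio, DMSO-to-PEA scaled; measured by: kinetic Fluo-8 calcium fluorescence; benchmarks: low control DMSO, high control PEA (EC100); doses: 3 µM single concentration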
CHRM1 PAM: potentiates human M1 receptor response to acetylcholine; P11229; CHO-K1 hM1, Fluo-8 calcium fluorescence, ACh EC20; 0% = ACh EC20, 100% = maximal ACh; activation, % at 3 µM; actives 0.088% (n = 360,000); AID 588819; in the data active = activation above about 19%, passing the limit was not always enough
M1 antag: blocks human M1 muscarinic receptor | P11229 | CHO-K1 hM1, Fluo-8 calcium fluorescence, ACh EC80 antagonist | inhibition, % at 3 µM | actives 1.3% (n = 360,000) | AID 588852;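 active = percent inhibition above its own plate's cutoff, namely the mean of that plate's compound wells plus 3 SD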;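 note: peak over basal fluorescence ratio during 140 s after agonist addition; 0% = ACh EC80 plus DMSO and 100% = DMSO alone without agonist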
TAAR1 antag: antagonists of human TAAR1 | Q96RJ0 | inhibition, % at 3 µM | actives 1.5% (n = 360,000) | CHO RD-HGA16 TAAR1, Fluo-8 calcium fluorescence, antagonist;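 active = inhibition above a per-plate cutoff, the mean inhibition of test compounds on that plate plus 3 SD, cut at about 49% in these data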;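 note: 0% = DMSO plus EC80 beta-PEA response and 100% = DMSO alone without agonist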
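Test system – hTAAR1-expressing CHO RD-HGA16 cells, Gα16-coupled · Also added – β-PEA at EC80 concentration, post-compound challenge · Compound – 3 µM, single point · Incubation – dye loading 75 min at 37 °C, then 30 min room temperature · Measured by – Fluo-8 intracellular calcium dye fluorescence, real-time kinetic reads · Benchmarks – vehicle and agonist controls · Replicates – singlicate, one well per test compound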
OXTR potentiate: potentiators of human oxytocin receptor. activation, % at 3 µM. actives 0.061% (n = 320,000). CHO-OTR cells, Fluo-8 calcium fluorescence, potentiator mode; 0% = oxytocin EC15, 100% = EC100. P30559;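 active = activation above that plate's cutoff, the mean activation of tested compounds plus 3 SD, cut at about 6.6% in these data, passing the limit was not always enough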;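 note: 100% uses oxytocin at 75 nM as the full agonist control; some results filed as inactive read as strong as hits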
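Dosing: Single dose, 3.0 µM nominal final compound concentration | Material: Human OTR in CHO cells | Technique: Kinetic Fluo-8 calcium fluorescence | Benchmarks: EC15 oxytocin alone as 0%, 75 nM oxytocin as 100% | Probe or stimulus: Oxytocin at about EC15, sub-maximal agonist stimulus | Incubation: Compound 6 min at room temperature before oxytocin, 100 s read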
The depositor's hits bear a star; . = no result given.

Every second line gives: V1aR counter	CHO parental Ca	M1 ag	OXTR agonist	TAAR1 ag	CHRM1 PAM	M1 antag	TAAR1 antag	OXTR potentiate
[1] CN(C)C(=O)c1ccccc1NC(=O)Cc1cccc2ccccc12
→ -0.1	-6	-5	-0.7	0	2	-8	1	-2
[2] CCN1CCN(S(=O)(=O)c2cc(OC)ccc2OC)CC1
→ 0.3	-19	-4	0.3	5	-5	10	1	-12
[3] CC(=O)c1c(C)[nH]c(C(=O)CSc2nc3ccccc3n2C)c1C
→ 7.9	51*	3	13	24	-13	23	55*	-28
[4] O=C(CCS(=O)(=O)c1ccc(Br)cc1)NCc1ccc(F)cc1
→ 1.1	-10	0	0.1	-1	13	-9	-21	-8
[5] C(=NN1CCCCCC1)c1ccc2ccccc2n1
→ .	.	-8	.	0	-1	-13	-6	.
[6] CCOC(=O)CCC(=O)Nc1ccc(S(=O)(=O)Nc2cc(OC)nc(OC)n2)cc1
→ 0.9	-4	-1	0.5	-1	6	-11	4	2
[7] COC(=O)C(CSCc1ccccc1)NC(=O)CSc1nc(C)cc(=O)[nH]1 (configuration not stated)
→ 0.4	-7	-7	-1.1	2	12	4	-1	-1
[8] Cc1ccc(C(C(=O)NC(C)(C)C)N(CC2CCCO2)C(=O)Cn2nnc(-c3ccc(C)o3)n2)cc1 (configuration not stated)
→ -0.8	-15	-1	-2.7	-2	12	-6	12	2
[9] CN(C)CCN(C(=O)c1ccc2ccccc2c1)c1nc2c(F)cccc2s1
→ 0.7	-4	-1	0.0	-2	0	0	-3	-6
[10] COc1ccc(NC(=O)c2c(C)nn(-c3ccccc3)c2Cl)cc1
→ 0.2	-10	-4	2.2	3	4	-8	7	-12
[11] CCN(C(=O)CN1CCN(c2cccc(Cl)c2)CC1)c1c(N)n(Cc2ccccc2)c(=O)[nH]c1=O
→ -1.2	-7	-1	-0.1	7	1	5	-18	-17
[12] CC1Cc2ccccc2N1C(=O)CCS(=O)(=O)c1ccc2c(c1)NC(=O)CS2 (configuration not stated)
→ 4.7	-22	-3	3.4	7	2	-6	-18	-5
[13] COc1ccc(-n2c(C)nc3c(cnn3-c3ccc(Cl)cc3)c2=O)cc1
→ 5.2	40*	3	9.4	3	-10	7	10	-19
[14] Cn1c(Cl)nc2c1c(=O)n(Cc1cccc(Br)c1)c(=O)n2C
→ 2.2	-23	-1	1.6	11	-1	-1	-1	-6
[15] CCCn1c(NC(=O)c2ccc(C)cc2)nc2ccccc21
→ -1.4	-30	-8	-1.4	8	-3	-10	-20	-6
[16] C(=N\Nc1ncnc2nc[nH]c12)/c1cccs1
→ -0.1	2	0	-0.8	6	7	-4	14	-7
[17] CO/N=C/C(C#N)=C/c1cc(C(=O)c2ccc(F)cc2)cn1C
→ -0.1	6	-12	-1.7	9	4	1	-8	-12
[18] O=[N+]([O-])c1ccc(O)c(C2CCCCC2)c1
→ .	.	2	.	3	-10	18	23	.
[19] O=C(C1CCC(CNS(=O)(=O)c2ccccc2)CC1)N1CCCCC1 (configuration not stated)
→ 0.0	4	0	1.1	5	15	-19	-9	-1
[20] COc1cc(C(=O)OCc2nc3ccsc3c(=O)[nH]2)c([N+](=O)[O-])cc1OC
→ -0.7	-13	-4	-2.0	0	10	-11	-8	-12
[21] COc1cccc(Nc2nc(NCCO)c3ccccc3n2)c1
→ -0.8	-17	-6	-3.0	50*	-6	12	34	-7
[22] CCNc1nc(NCC)nc(SCC(C)=O)n1
→ 2.5	-6	-2	-0.4	1	3	-6	4	-8
[23] CC1CCCCN1C(=O)COC(=O)c1ccc(N2CCCC2=O)cc1 (configuration not stated)
→ 1.7	-9	-7	1.4	5	4	1	1	-3
[24] Cc1cccc2c1c(N=NC(N)=S)c(O)n2C1OC(CO)C(O)C(O)C1O (configuration not stated)
→ 1.4	0	-1	-0.2	0	6	-18	12	-3
[25] Cc1onc(-c2c(Cl)cccc2Cl)c1C(=O)ONC(=O)c1cc(C(F)(F)F)cc(C(F)(F)F)c1
→ 1.8	5	-8	0.2	0	6	-10	-29	3
[26] CC1(C(=O)NCc2cccnc2)CCC(=O)N1CCc1ccccc1 (configuration not stated)
→ 0.8	-5	-9	0.2	1	4	6	-20	-1
[27] Cc1ccc(Cl)cc1N1CCN(C(=O)C(C)n2ncn3cccc3c2=O)CC1 (configuration not stated)
→ 7.1	-5	4	5.8	8	0	-7	14	-10
[28] FC(F)(F)c1ccccc1NC(=S)Nc1ccccc1
→ -0.5	-9	-3	-0.6	0	7	-6	-8	-16
[29] CC(OC(=O)c1ccc(-n2cnnn2)cc1)C(=O)NCc1ccccc1 (configuration not stated)
→ 0.8	10	-2	0.9	1	5	-9	0	-3
[30] COc1cc2c(cc1OC)C(C)N(C(=O)C1COc3ccccc3O1)CC2 (configuration not stated)
→ 2.2	-13	2	1.5	7	1	-21	2	-7
[31] CCOC(=O)C1(Cc2ccc(OC)cc2)CCN(C(=O)c2cncs2)CC1
→ 1.4	-6	0	0.0	7	-6	-4	-4	-5
[32] CC(OC(=O)c1ccc([N+](=O)[O-])o1)C(=O)NC1CCCCC1C (configuration not stated)
→ 0.4	-5	-4	-0.7	3	10	-8	5	4
[33] CCCNS(=O)(=O)c1ccc(CCC(=O)NCCc2ccc(OC)c(OC)c2)cc1
→ 0.3	-19	-5	0.6	8	1	2	2	6
[34] O=C(CCC1CCN(Cc2ccc(Cl)cc2)CC1)NC1CC1
→ 0.7	-13	-9	-0.2	0	-6	9	-1	-11
[35] CCOC(=O)c1c(CSc2ccccc2)n(C)c2ccc(O)c(CN3CCOCC3)c12
→ -0.2	-22	-5	-1.6	1	11	-13	-10	-6
[36] COc1ccc(S(=O)(=O)N2CCOCC2)cc1N(C)S(=O)(=O)c1ccc(C)cc1
→ 1.4	-9	-4	0.8	4	-3	2	-26	-12
[37] O=C1c2ccccc2C(=O)C2OC12 (configuration not stated)
→ -0.4	-5	.	0.3	.	.	.	.	2
[38] CCc1cc(C(=O)N2CCc3c([nH]c4ccccc34)C2c2ccc(OC)cc2F)no1 (configuration not stated)
→ 0.0	-15	-4	0.4	6	-3	0	-4	1
[39] Cc1cccc(NC(=S)N(C)C2(c3ccccc3Cl)CCCCC2=O)c1 (configuration not stated)
→ -0.7	-8	-4	-0.4	-2	2	-7	8	-2
[40] CC(CC(=O)Nc1ccc2c(c1)c(=O)n(C)n2-c1ccc2ccccc2c1)C(F)(F)F (configuration not stated)
→ .	.	-9	.	1	-6	-13	-32	.

TAAR1 antag: entries above that show a hit
No. | SMILES | M1 ag | CHRM1 PAM | M1 antag | TAAR1 antag | OXTR potentiate
3 | CC(=O)c1c(C)[nH]c(C(=O)CSc2nc3ccccc3n2C)c1C | 3 | -13 | 23 | 55* | -28

Continued.
41	C(#Cc1ccccc1)CN1CCCCC1
42	COC(=O)c1cc(S(=O)(=O)N2CCN(c3ccc([N+](=O)[O-])cc3)CC2)c[nH]1
43	Cc1cccc(NS(=O)(=O)c2c(C(=O)N3CCOCC3)c(C)n(C)c2C)c1C
44	COc1ccccc1C(c1nnnn1CS(=O)(=O)c1ccc(C)cc1)N1CCSCC1 (configuration not stated)
45	CC(=O)c1ccccc1OC(=O)c1ccc([N+](=O)[O-])o1
46	CNC(=O)c1c(NC(=O)c2cccc(N3C(=O)CCC3=O)c2)sc2c1CCC2
Compound,41,42,43,44,45,46
V1aR counter,-0.5,8.5,1.0,-0.3,0.9,0.1
CHO parental Ca,8,-10,-10,-19,-21,-15
M1 ag,-15,3,-3,-5,-1,-1
OXTR agonist,1.7,3.7,0.2,-2.1,1.1,0.4
TAAR1 ag,0,11,7,5,0,1
CHRM1 PAM,-6,1,-1,1,2,5
M1 antag,1,-3,-6,0,-9,-13
TAAR1 antag,-9,-12,-7,11,-12,-4
OXTR potentiate,0,-11,-6,-5,2,-1

47	CCc1nnc(NC(=O)CCS(=O)(=O)c2ccc(C)cc2)s1
48	CCN1CCN(c2ccc(S(=O)(=O)N3CCCCC3)cc2NC(=O)C(C)Oc2ccc(F)cc2)CC1 (configuration not stated)
49	CC1(C)C(=O)C=C(N2CCCCC2)c2ccccc21
50	O=C(/C=C/c1ccccc1)OCCN1C(=O)c2ccccc2C1=O
51	CSc1ccccc1NC(=O)CSc1cccc[n+]1[O-]
52	CCOc1ccccc1CNC(=O)c1cc2occc2n1C
Compound,47,48,49,50,51,52
V1aR counter,-1.4,1.6,.,0.3,1.7,-1.2
CHO parental Ca,2,-42,.,-23,-9,-15
M1 ag,-1,-4,-5,-6,0,1
OXTR agonist,-1.0,0.2,.,0.9,0.4,-1.5
TAAR1 ag,1,1,6,7,1,-1
CHRM1 PAM,10,6,-1,6,14,6
M1 antag,-9,-10,-2,-6,-22,-10
TAAR1 antag,-16,-18,-26,28,-24,17
OXTR potentiate,-8,-5,.,2,-3,-2

Exported tab-delimited: 3 of the compounds above
cpd	smiles	V1aR counter	CHO parental Ca	M1 ag	OXTR agonist	TAAR1 ag	CHRM1 PAM	M1 antag	TAAR1 antag	OXTR potentiate
42	COC(=O)c1cc(S(=O)(=O)N2CCN(c3ccc([N+](=O)[O-])cc3)CC2)c[nH]1	8.5	-10	3	3.7	11	1	-3	-12	-11
43	Cc1cccc(NS(=O)(=O)c2c(C(=O)N3CCOCC3)c(C)n(C)c2C)c1C	1.0	-10	-3	0.2	7	-1	-6	-7	-6
44	COc1ccccc1C(c1nnnn1CS(=O)(=O)c1ccc(C)cc1)N1CCSCC1 (configuration not stated)	-0.3	-19	-5	-2.1	5	1	0	11	-5

Next structures
53	c1ccc2c(c1)CCN(C1=Nc3cccc4cccc1c34)C2
54	COc1cc(O)c(C(CCN2CCN(c3ccccc3)CC2)c2cc(OC)c(OC)c(OC)c2)c(OC)c1 (configuration not stated)
55	Cc1cccc(-n2cc(-c3ccccc3)c3c(N4CCOCC4)ncnc32)c1
56	CCn1c(COc2ccc(C)cc2)nnc1SCC(=O)NCc1ccco1
57	Cc1ccc2c(c1)sc1nc(=O)ccn12
Compound,53,54,55,56,57
V1aR counter,.,-0.3,-0.8,-1.1,1.2
CHO parental Ca,.,-10,-20,-32,-9
M1 ag,-14,-4,-5,-7,-1
OXTR agonist,.,3.6,-2.1,-2.1,0.1
TAAR1 ag,21,14,4,3,8
CHRM1 PAM,-32,0,-16,4,3
M1 antag,20,2,38*,-8,-4
TAAR1 antag,20,3,60*,7,-4
OXTR potentiate,.,-10,-28,-25,-3
